NPC1 prom act = qHTS Assay for NPC1 Promoter Activators | Huh7 NPC1 promoter luciferase reporter, 24 h | Potency, µM (series often up to 9.22 µM), without a hit: top-dose activation, actives largely listed as activators | 320,000 compounds, 2.4% hits;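 also: % of control where 0% means no effect; nearly all actives have a fitted effect of over 60% in size; reporter is driven by a mutant NPC1 promoter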
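Quantitative HTS used a cell-based reporter: Huh7 cells stably bearing the NPC1 promoter upstream of luciferase were treated with compounds for 24 h, and promoter activation was read as luminescence.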
uPA generation = qHTS for Inhibitors of Cell Surface uPA Generation; cell surface uPA generation assay, qHTS; Potency, µM (titrated, usually from 38.3 µM), for the others: at the highest dose activity change, negative = inhibition, usual class: inhibitors; 330,000 compounds, 0.31% hits; AID 540303, 2011; active = well fitted inhibition curve with a large enough effect; inconclusive = small, poorly fitted or top-dose-only effect; inactive = no such curve, though single readings can be large or run the other way; tested in mouse RAW 264.7 cells; also: % is scaled to controls: 0 for no effect and ±100 for the full control effect; nearly all actives have a fitted effect of over 55% in size
ELG1 genotox = qHTS screen for small molecules that induce genotoxicity in human embryonic kidney (HEK293T) cells expressing luciferase-tagged ELG1. HEK293T ELG1-luciferase reporter, luminescence, 16 h. Potency, µM (titrated, usually from 46 µM), inactives show at the highest dose activity change, positive = activation, hits mostly activators. 330,000 compounds, 1.3% hits. AID 504466, 2011; also: % of control where 0% means no effect; nearly all actives have a fitted effect of over 60% in size
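Quantitative HTS format in 1536-well plates. HEK293T ELG1-luciferase reporter cells receive test compound and are incubated 16 hr at 37 °C, 5% CO2; ONE-Glo added, 30 min room temperature, then luminescence read.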
RORg inh = qHTS for inhibitors of ROR gamma transcriptional activity; Nuclear receptor ROR-gamma (Mus musculus), P51450; Drosophila S2 Gal4-RORgamma UAS-luciferase reporter, 20 h; Potency, µM (top dose mostly 53.6 µM), inactives show top-dose activity change, negative = inhibition, actives largely listed as inhibitors; 310,000 compounds, 5.4% hits; also: % is scaled to controls: 0 for no effect and ±100 for the full control effect; nearly all actives have a fitted effect of over 60% in size
Target sequence (P51450 whole entry, looked up, the tested form may be a part): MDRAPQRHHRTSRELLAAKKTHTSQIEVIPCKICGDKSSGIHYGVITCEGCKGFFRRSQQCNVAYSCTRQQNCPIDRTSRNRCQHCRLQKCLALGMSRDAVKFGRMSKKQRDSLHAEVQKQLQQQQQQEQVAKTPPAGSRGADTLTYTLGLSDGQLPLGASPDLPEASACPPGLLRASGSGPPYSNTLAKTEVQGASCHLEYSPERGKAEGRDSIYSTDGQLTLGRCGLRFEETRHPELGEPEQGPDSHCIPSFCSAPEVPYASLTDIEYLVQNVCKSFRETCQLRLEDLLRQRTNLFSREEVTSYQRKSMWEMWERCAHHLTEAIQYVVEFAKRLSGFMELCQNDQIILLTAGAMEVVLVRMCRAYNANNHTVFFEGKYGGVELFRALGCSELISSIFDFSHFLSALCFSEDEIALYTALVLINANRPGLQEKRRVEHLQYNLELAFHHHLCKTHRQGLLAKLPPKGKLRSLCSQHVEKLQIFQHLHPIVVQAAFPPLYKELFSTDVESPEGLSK
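Stable Schneider cell line, Gal4 DNA-binding domain fused to ROR gamma, UAS-luciferase. Cmpd 1 hr RT → CuSO4 700 uM final → 20 hr RT → luciferase reagent 10 min → luminescence.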
MBNL1 CUG block = qHTS Assay for Inhibitors of MBNL1-poly(CUG) RNA binding; Muscleblind-like protein 1 (Homo sapiens), Q9NR56; TR-FRET MBNL1-His/biotin-(CUG)12 binding, 665/545 ratio; Potency, µM (titrated, usually from 57.5 µM), for inactives: top-dose activity change, negative = inhibition, usual class: inhibitors; 280,000 compounds, 0.036% hits; AID 2675, 2010; active = well fitted inhibition curve with a large enough effect in the signal ratio, with a control signal flat, not every such curve was filed as active; inconclusive = small, poorly fitted or top-dose-only effect, or effect the other way, or a change in a side signal; inactive = no such curve, though single readings can be large or run the other way; the % refers to the signal ratio; also: % is scaled to controls: 0 for no effect and ±100 for the full control effect
Target sequence (Q9NR56 whole entry, looked up): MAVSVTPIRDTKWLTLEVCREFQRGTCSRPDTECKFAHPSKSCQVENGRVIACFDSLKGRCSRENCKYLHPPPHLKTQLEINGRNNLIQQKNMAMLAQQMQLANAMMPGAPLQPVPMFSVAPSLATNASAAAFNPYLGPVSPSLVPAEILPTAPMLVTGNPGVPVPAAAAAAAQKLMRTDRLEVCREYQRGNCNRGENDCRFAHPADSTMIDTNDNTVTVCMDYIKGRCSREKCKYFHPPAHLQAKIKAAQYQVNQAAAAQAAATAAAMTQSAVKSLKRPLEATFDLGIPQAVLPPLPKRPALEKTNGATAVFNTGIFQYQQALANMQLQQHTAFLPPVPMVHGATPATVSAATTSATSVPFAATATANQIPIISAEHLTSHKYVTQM
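Ratiometric TR-FRET (665 over 545 nm, excitation 340 nm) tracks disruption of MBNL1-His/biotin-(CUG)12 complex after 60 min at room temperature, with compounds at 92 nM to 58 uM final.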
MLL CXXC-DNA inh = qHTS Fluorescence Polarization Assay for Inhibitors of MLL CXXC domain - DNA interaction. MLL-CXXC / FITC-HOXA9 DNA fluorescence polarization. Potency, µM (top dose mostly 115 µM), for inactives: at the highest dose activity change, negative = inhibition, most hits filed as inhibitors. 290,000 compounds, 0.037% hits. AID 2662, 2010; active = well fitted inhibition curve with a large enough effect in the polarisation, with a control signal flat, not every such curve was filed as active; inconclusive = small, poorly fitted or top-dose-only effect, or effect the other way, or a change in a side signal; inactive = no such curve, though single readings can be large or run the other way; the % refers to the polarisation
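Fluorescence polarization: 7 uM MLL-CXXC (stock) preincubated 5 min with compounds, then 50 nM fluorescein-HOX-A9 DNA (stock) added; 30 min ambient. Buffer 50 mM Tris-HCl pH 7.5, 50 mM NaCl, 1 mM DTT, 0.05% BSA.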
BRCA1 expr act = qHTS Assay to Identify Small Molecule Activators of BRCA1 Expression. MCF7-BRCA1-FFLuc reporter, luminescence, 48 h; response scale: scaled: vehicle 0%, 10 µM genistein 100%. Potency, µM (titrated, usually from 46.1 µM), without a hit: at the top dose activation, hits mostly activators. 380,000 compounds, 1.1% hits; also: nearly all actives have a fitted effect of over 80% in size; some results filed as inactive show a strong effect at the top dose
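MCF7-BRCA1-FFLuc cells, 2000/well in phenol-red-free MEM, attached 2 h then treated 48 h at 37 C. Luciferase luminescence read 15 min after reagent; normalized to genistein maximum activation (10microM) and DMSO, concentration-response fitted.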
Gal4-VP16 FLuc = VP16 counterscreen qHTS for inhibitors of ROR gamma transcriptional activity; Drosophila S2 Gal4-VP16 UAS-luciferase, luminescence, 20 h; Potency, µM (top dose mostly 53.6 µM), for inactives: at the highest dose activity, negative = inhibition, usual class: inhibitors; 310,000 compounds, 3.5% hits;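 also: Gal4-VP16 expression switched on by copper sulfate through the metallothionein promoter; % is scaled to controls: 0 for no effect and ±100 for the full control effect; nearly all actives have a fitted effect of over 50% in size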
p53 reactivation = qHTS assay for re-activators of p53 using a Luc reporter; H1299 p53-A138V BP100-luciferase reporter, luminescence, 24 h; Potency, µM (titrated, usually from 92.2 µM), for inactives: top-dose activity change, positive = activation, most hits filed as activators; 320,000 compounds, 0.063% hits; AID 504706, 2011; also: % of control where 0% means no effect; nearly all actives have a fitted effect of over 45% in size
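p53-null H1299 cells stably carrying temperature-sensitive p53-A138V and a BP100-luciferase reporter were pinned with compounds (4-point, 1:5 series) and held 24 hrs at 37 deg C. Luminescence was read 10 min after detection reagent.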
FLuc counter = qHTS profiling assay for firefly luciferase inhibitor/activator using purifed enzyme and Km concentrations of substrates (counterscreen for miR-21 project); purified FLuc, Km substrates, luminescence inhibition; Potency, µM (titrated, usually from 57.5 µM), without a hit: top-dose activity change, negative = inhibition, most hits filed as inhibitors; 360,000 compounds, 6.9% hits; AID 588342, 2011;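 also: plate controls were vehicle for no effect and reference inhibitor for full effect; nearly all actives have a fitted effect of over 55% in size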
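Biochemical qHTS of compounds, final roughly 60 µM downward over six points, against 10 nM purified firefly luciferase using Km concentrations of substrates (10 uM D-luciferin, 10 uM ATP) in Tris acetate pH 7.5 buffer; luminescence output.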
Rab9 prom act = qHTS Assay for Rab9 Promoter Activators; Potency, µM (titrated, usually from 9.22 µM), inactives show top-dose activation, negative = inhibition, actives largely listed as activators; 320,000 compounds, 2.8% hits; Huh7 Rab9 promoter-luciferase reporter, luminescence, 24 h; AID 485297, 2010; also: % of control where 0% means no effect; nearly all actives have a fitted effect of over 60% in size
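Huh7 cells stably carrying a Rab9 promoter-luciferase reporter, 1500 cells per well in OP-MEM I with 10% FBS, treated with compound 24 hours at 37C. Luciferase activity read by luminescence after 10 minutes with Amplite reagent.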
Active calls of the source: *; ? = inconclusive; . = not tested or not shown; [ ] = another dose, or the depositor's remark. Unless noted, calls follow the shape of the dose curve; as a rule, active = well fitted curve in the direction sought with a large enough effect; inconclusive = small, poorly fitted or top-dose-only effect, or another doubt; inactive = no such curve, though single readings can be large; an effect the other way counts as inactive or inconclusive. Potency is read from the fitted curve at half-maximal effect. This is a subset; the hit share may differ from the screen's.

SMILES	NPC1 prom act	uPA generation	ELG1 genotox	RORg inh	MBNL1 CUG block	MLL CXXC-DNA inh	BRCA1 expr act	Gal4-VP16 FLuc	p53 reactivation	FLuc counter	Rab9 prom act
O=C(c1cc2ncc(Br)cn2n1)N1CCCCC1	4%	0%	1%	3%	8%	5%	9%	-8%	7%	0%	9%
CCc1cccc(C)c1NC(=O)C(c1ccccc1)N1CCC1=O (stereo not given)	-6%	-5%	-1%	2%	-9%	-17%	0%	-10%	-12%	-1%	-6%
COC(=O)c1sc(N)c(C(=O)OC)c1COC(=O)CNS(=O)(=O)c1ccc(C)c(C)c1	-4%	3%	-1%	37%	.	10%	-6%	0%	-3%	7%	-6%
Fc1cnc(N2CCOCC2)nc1NCc1ccccc1	0%	.	4%	0%	7%	0%	-19%	12%	?	3%	-3%
CCOc1ccc(N/C=C/C(=O)c2ccccc2)cc1	0.32µM*	-13%	?	?	8%	-7%	-5%	?	2%	0.27µM*	0.32µM*
COc1ccc2nc(NC(=O)C3CCCO3)sc2c1 (stereo not given)	1.1µM*	-7%	?	-33%	-12%	4%	?	-23%	1%	9.5µM*	?
CC1CC(C)(C)N(C(=O)CN2CCN(C)CC2)c2ccccc21 (stereo not given)	-5%	28%	-4%	6%	5%	-7%	-25%	-7%	?	-8%	-1%
COc1cc(/C=N/NC(=O)Cc2ccccc2)cc(OC)c1OC	-4%	27%	6%	0%	16%	1%	-22%	-3%	6%	-1%	-1%
O=C(NC(Cc1ccc2c(c1)OCO2)C(=O)NC(Cc1ccccc1)C(=O)O)c1ccccc1 (stereo not given)	0%	.	1%	-4%	14%	10%	10%	-9%	1%	0%	18%
COc1ccc(CNC(=O)CCS(=O)(=O)Cc2ccc(C)cc2)c(OC)c1	0%	-3%	-16%	14%	-4%	6%	-11%	6%[10 µM]	0%	-1%	-3%
O=S(=O)(CCC1CCCCN1)c1ccccc1 (stereo not given)	5%	7%	-5%	21%	3%	?	-4%	-3%	2%	1%	-4%
O=C(COc1ccc2c(c1)CCC2)NCc1cccc(Cl)c1	-3%	4%	-3%	17%	19%	4%	19%	5%	-11%	-9%	-4%
CCOC(=O)c1nc(C)n(-c2ccc([N+](=O)[O-])cc2)n1	-18%	3%	-13%	2%	.	7%	4%	-26%	25%	-2%	-3%
CCOc1ccc(N2C(=O)CC(N(O)c3ccccc3)C2=O)cc1 (stereo not given)	29%	-3%	?	?	1%	2%	?	2%	18%	-1%	?
COc1ccc(C(=O)C2CCN(C(=S)Nc3ccc(F)cc3)CC2)cc1	-9%	-8%	-3%	-7%	-2%	4%	-26%	3%	5%	?	-2%

The list goes on, overlapping the part above by 2 compounds.
SMILES	NPC1 prom act	uPA generation	ELG1 genotox	RORg inh	MBNL1 CUG block	MLL CXXC-DNA inh	BRCA1 expr act	Gal4-VP16 FLuc	p53 reactivation	FLuc counter	Rab9 prom act
CCOc1ccc(N2C(=O)CC(N(O)c3ccccc3)C2=O)cc1 (stereo not given)	29%	-3%	?	?	1%	2%	?	2%	18%	-1%	?
COc1ccc(C(=O)C2CCN(C(=S)Nc3ccc(F)cc3)CC2)cc1	-9%	-8%	-3%	-7%	-2%	4%	-26%	3%	5%	?	-2%
COCc1c(C(=O)N/N=C\c2cccnc2)nnn1-c1nonc1N	1%	1%	-5%	11%	?	9%	-42%	-8%	-4%	2%	-1%
Fc1cc(Br)ccc1NC(=S)Nc1cccnc1	-1%	-1%	0%	-10%	-8%	17%	0%	-1%	-2%	-10%	13%
COc1ccccc1NC(=O)CSc1nc2sc(C)c(C)c2c(=O)n1C	-3%	6%	-14%	?	1%	-13%	-1%	?	-1%	1%	-15%
CCOCCCNC(=O)C1CCCN1C(=O)Nc1ccccc1[N+](=O)[O-] (stereo not given)	2%	0%	2%	12%	?	34%[activator]	-29%	0%	5%	-2%	-2%
CCSC1=C(C#N)C(c2ccc3c(c2)OCO3)C2=C(CCCC2=O)N1 (stereo not given)	7%	4%	-9%	30%	28%	-2%	-20%	-25%	-2%	5%	0%
CC1(C)C2CCC13CS(=O)(=O)N[C@@H]3C2 (stereo not given in full)	-2%	3%	7%	-14%	-8%	-1%	0%	-3%	-2%	2%	1%
NC(=O)C1CCN(c2cc(Cl)nc(N)n2)CC1	8%	-5%	1%	0%	.	21%	9%	-1%	2%	-2%	6%
Cc1nn(C)cc1S(=O)(=O)N1CCCCC1C (stereo not given)	5%	1%	1%	-11%	-3%	-3%	20%	1%	7%	2%	0%
Cc1ncc([N+](=O)[O-])n1CC(=O)N/N=C/c1ccc(F)cc1	0%	19%	2%	2%	9%	16%	-12%	7%	-3%	-1%	13%
Cc1cccc(C)c1NC(=O)CSC(=S)N1CCCC1	4%	-5%	-4%	6%	-4%	15%	-26%	-3%	-1%	-1%	-1%
COc1ccc(/C=N/Nc2nc(C)c([N+](=O)[O-])c(N(C)c3ccccc3)n2)cc1OC	-2%	3%	-2%	-37%	15%	0%	-17%	-17%	-2%	-3%	-1%
Cc1cccc(C(=O)N/N=C/c2ccc(OC3CSC3)cc2)c1	12%	-7%	12%	?	6%	0%	-11%	-29%	-15%	11µM*	2%
CCN1CCN(c2ccc(S(=O)(=O)N3CCCCC3)cc2NC(=O)Cc2c(Cl)cccc2Cl)CC1	22%	.	14%	?	1%	-7%	.	?	7%	?	?
COC(=O)c1ccccc1NC(=O)CSc1nnc(C(C)NC(=O)c2ccc(Cl)cc2Cl)n1C (stereo not given)	0%	.	3%	12%	-4%	0%	1%	-6%	-1%	-1%	-1%
NC(=O)CSc1ncc(-c2ccccc2)[nH]1	19%	0%	19%	14%[10 µM]	0%	-2%	34%	8%	6%	-18%	?
O=C(Cn1cnc2ccccc21)c1ccccc1	3%	2%	1%	-21%	-8%	-2%	54%	3%	7%	-9%	10%
O=S(=O)(Nc1ccc(N2CCOCC2)cc1)c1ccccc1	2%	0%	-1%	42%	3%	1%	4%	13%	1%	-3%	-7%
O=C(CCn1c2c(c3ccccc31)CCCC2)NNC(=O)c1ccccc1[N+](=O)[O-]	-2%	4%	1%	4%	18%	?	-56%	15%	-9%	?	0%
CC(C)(NS(=O)(=O)OCC(Cl)(Cl)Cl)c1ccccc1	-4%	2%	0%	4%	11%	4%	-2%	-2%	.	0%	0%
O=c1c2ccccc2nc(/C=C/c2c[nH]c3ccccc23)n1-c1ccc([N+](=O)[O-])cc1	-1%	6%	-3%	8%	2%	0%	-14%	-11%	-2%	-2%	-5%
CCOC(=O)c1sc2nc(-c3cccnc3)ccc2c1N	0.45µM*	-13%	2.6µM*	?	?	7%	?	-11%	8%	0.48µM*	0.5µM*
COc1cc(NC(=S)NCCCO)c(OC)cc1Cl	-2%	9%	-4%	-35%	1%	-4%	-2%	14%	-3%	1%	3%
COc1cc(NC2=CC(=O)CC(C)(C)C2)cc(OC)c1	-3%	-10%	0%	1%	2%	0%	0%	12%	0%	-4%	1%
CCc1c(O)nc(SCC(=O)N2CCc3cc(OC)c(OC)cc3[C@@H]2C)[nH]c1=O	2%	7%	1%	-13%	7%	0%	-10%	7%	19%	6%	-5%
O=C(NNC(=O)c1ccccc1Br)c1ccc(Cl)c(Cl)c1	-1%	1%	4%	-26%	-4%	-2%	0%	-4%	0%	?	2%
Cc1cc(C)cc(NC(=O)C2CCCN(c3nc(C)cc(C)n3)C2)c1 (stereo not given)	-2%	24%	-2%	-1%	-16%	12%	5%	0%	3%	7%	-5%
Cc1ccc(-c2nn[nH]n2)o1	-2%	.	1%	-8%	-6%	3%	3%	7%	-1%	-1%	-3%
C=CCNc1nc2ccccc2nc1NS(=O)(=O)c1cccc(C)c1	5%	4%	-2%	35%	15%	6%	-53%	-5%	-4%	1%	-2%
COC(=O)c1ccc(NC(=O)CSc2nc3cccnc3n2C)cc1	-8%	-3%	-1%	?	-1%	2%	-18%	-28%	4%	-2%	-11%
